# Arr AP2 block – blocks beta-arrestin peptide binding to AP2 adaptin; FITC-arrestin peptide / GST-AP2 beads, flow cytometry; AP2 beta2 appendage carries R879A mutation; inhibition, % at 10 µM; 340,000 tested, 0.31% active;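 active = inhibition above a set limit, near 3 SD of compounds lacking own fluorescence, cut at about 54% in these data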;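 note: plate controls were DMSO wells for no effect and 5 µM unlabelled arrestin peptide for full effect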
#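 Material – GST-tagged AP2 beta2-adaptin appendage (R879A) on 4 µm glutathione beads · Probe or stimulus – fluorescein-tagged arrestin peptide at 50 nM final · Timing – 12 min plus 1 h, RT · Detection – bead flow cytometry, FITC channel · Read-out basis – inhibition as reduced fluorescein signal on beads, percent · Medium – PBS plus Tween 20 (0.05%) and BSA (0.1%)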
# V-ATPase pHluor – yeast V-ATPase proton transport regulation by pHLuorin; S. cerevisiae, pHLuorin cytosolic pH fluorescence; response, % at 10 µM; 350,000 tested, 0.37% active; in the data active = response mostly above about 7.3%, no sharp cut-off; inactive = mostly below about 5.4%; note: actives read high; inactives centre near 0; some compounds called inactive have numbers as strong as hits; reference of the scale not given here
# Pemphigus Ab inh – human desmoglein-3 autoantibody binding inhibition; DSG3-coupled beads, scFv-anti-DSG3-GFP binding, flow cytometry; stronger effect = lower value; binding (percent of control), % at 10 µM; 310,000 tested, 0.48% active; AID 588358;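 active = binding more than 3 SD below its plate's average and above zero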;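 note: hits lower antibody fragment binding to DSG3; some compounds called inactive have numbers as strong as hits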
# Target sequence (P32926 whole entry, looked up, the tested form may be a part): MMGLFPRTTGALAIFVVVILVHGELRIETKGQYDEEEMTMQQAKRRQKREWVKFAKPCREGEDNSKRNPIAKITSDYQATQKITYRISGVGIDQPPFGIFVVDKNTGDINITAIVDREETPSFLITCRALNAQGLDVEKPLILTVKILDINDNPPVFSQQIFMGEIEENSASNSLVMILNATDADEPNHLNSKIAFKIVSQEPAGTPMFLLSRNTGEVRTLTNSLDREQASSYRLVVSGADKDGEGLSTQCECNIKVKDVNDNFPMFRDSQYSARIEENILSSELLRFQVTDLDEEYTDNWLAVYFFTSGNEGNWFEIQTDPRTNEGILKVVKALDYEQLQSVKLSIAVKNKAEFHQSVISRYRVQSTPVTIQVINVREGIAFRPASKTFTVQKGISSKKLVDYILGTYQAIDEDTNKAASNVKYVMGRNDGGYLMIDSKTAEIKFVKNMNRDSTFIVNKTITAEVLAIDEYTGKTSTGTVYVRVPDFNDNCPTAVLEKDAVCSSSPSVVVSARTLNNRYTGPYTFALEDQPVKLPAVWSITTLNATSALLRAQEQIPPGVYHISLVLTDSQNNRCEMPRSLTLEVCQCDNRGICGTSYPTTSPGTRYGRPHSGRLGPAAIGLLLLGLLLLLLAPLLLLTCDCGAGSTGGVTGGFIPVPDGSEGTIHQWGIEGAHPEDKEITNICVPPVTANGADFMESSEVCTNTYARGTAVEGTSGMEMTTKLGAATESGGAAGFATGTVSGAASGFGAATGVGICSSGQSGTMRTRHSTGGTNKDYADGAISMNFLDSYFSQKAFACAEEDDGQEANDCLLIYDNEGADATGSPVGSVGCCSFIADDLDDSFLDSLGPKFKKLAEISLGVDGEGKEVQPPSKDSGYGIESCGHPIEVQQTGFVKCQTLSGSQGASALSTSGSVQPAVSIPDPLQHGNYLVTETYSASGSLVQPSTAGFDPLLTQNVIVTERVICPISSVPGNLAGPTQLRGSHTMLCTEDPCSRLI
# An asterisk follows results filed as active.
SMILES,Arr AP2 block,V-ATPase pHluor,Pemphigus Ab inh
O=[N+]([O-])c1ccc(Sc2ncccn2)c([N+](=O)[O-])c1,-20,1,91
O=C1NC2(CCCC2)Oc2ccccc21,-11,3,97
CC(SC(=S)N1CCCC1)C(=O)O (stereo not given),14,-1,111
O=C1c2ccc([N+](=O)[O-])cc2C(=O)N1c1c[nH]c(=O)[nH]c1=O,-8,0,102
Cn1nnc(NC(=S)NC(=O)Cc2ccccc2)n1,0,-2,98
O=C(c1ccc(F)cc1)N1CCCN(c2nc(-c3ccccc3)ns2)CC1,15,2,96
COC(=O)N/N=C(\C)c1ccco1,15,-4,104
C/C(=N\NC(=O)CCC(=O)N/N=C(\C)c1ccc(C)o1)c1ccc(C)o1,1,0,102
Cc1cccc2c1Sc1ccc(Cl)cc1CC2N1CCNCC1 (stereo not given),-11,-4,106
Cc1ccc(/C=C2\C(=O)ON=C2c2ccccc2)o1,11,0,121
O=S1(=O)CC2SC(=S)N(c3ccccc3)C2C1 (stereo not given),-3,1,101
COCCNC(=O)C12CC3CC(CC(Cl)(C3)C1)C2,8,-1,105
COc1cc(/C=N/NC(=O)c2ccc(CN3c4cccc5cccc(c45)S3(=O)=O)cc2)cc(OC)c1O,1,1,93
CCOC(=O)c1cn(-c2c(C)n(C)n(-c3ccccc3)c2=O)c2c(F)c(F)c(F)cc2c1=O,15,3,95
O=C(Nc1ccccc1)NC1CCCCNC1=O (stereo not given),1,2,110
O=C(Nc1nc2ccsc2c(=O)s1)c1ccc(F)cc1,3,3,94
COc1ccc(C(=O)NCCCCc2ccccc2)cc1,10,1,106
Clc1ccc(Nc2cc(-c3ccccc3)nc3ncnn23)cc1,16,0,107
CCCNC(=S)Nc1ccc(S(N)(=O)=O)cc1,6,0,100
Cc1ccc(C)c(NC(=O)CN2C(=O)c3ccccc3C2=O)c1,1,-2,104
Cc1cc[n+](-c2[nH]c(=O)sc2/C=N/N=C(\[O-])CCn2c3ccccc3c3ccccc32)cc1,16,-4,91
CCCn1nc(NC(=O)c2cccs2)c2cc3cccc(C)c3nc21,0,-1,100
O=C(/C=C/c1cccs1)N1CCCCC1,5,0,102
O=C(O)c1ccc2c(c1)CCC2,-24,2,95
Cc1ccc(S(=O)(=O)Nc2cccc(Oc3cnccn3)c2)cc1,-4,-1,106
Cc1cc(C)c(-n2nnnc2SCC(=O)c2cc3ccccc3o2)c(C)c1,-1,10,104
N=c1n(CCN2CCCCC2)c2ccccc2n1CC(=O)c1ccc(Cl)c(Cl)c1,10,4,98
Cc1nnsc1-c1c(C(=O)Oc2ccccc2)c(C)nn1-c1ccccc1,11,0,109
S=C1NCN(Cc2cccnc2)CN1c1cccc2ccccc12,8,2,99
CCN(CC)c1ccc2ccc(=O)oc2c1,6,-2,117
CN(C)C(=S)NC(=O)C12CC3(C)CC(C)(CC(C)(C3)C1)C2,-2,-2,98
Cn1ncc(Br)c1N1C(=O)CCC1=O,34,2,95
Cc1cccc(NC(=O)Nc2ccc(S(N)(=O)=O)cc2)c1,4,-2,99
Cc1cc2oc(C(=O)N(Cc3ccccc3)c3ccccn3)cc(=O)c2cc1Cl,0,-2,104
COc1ccccc1-c1coc2cc(OC(=O)N3CCOCC3)ccc2c1=O,-2,-4,108
Cc1ccc(NC(=O)Nc2ccc3c(c2)C(=O)OC3)cc1Cl,-1,-9,93
CC1CCc2cc(F)ccc2N1C(=O)C12CCC(C)(C(=O)O1)C2(C)C (stereo not given),5,-1,104
O=C(NNC1=Nc2ccccc2SC1)c1cccc([N+](=O)[O-])c1,28,-1,95
O=C1CC(c2ccccc2)CC(=O)C1=CN1CCCC1 (stereo not given),14,-1,98
O=S(=O)(c1ccccc1)N(CC1CO1)c1cccc2ccccc12 (stereo not given),-4,1,102
O=C(CN1CCN(Cc2ccccc2Cl)CC1)N/N=C/C=C/c1ccco1,29,6,101
O=Cc1c(-c2ccc(Cl)cc2)oc2ccc(O)cc12,11,4,104
CC(=O)Nc1ccc(S(=O)(=O)Nc2cc(-c3ccccc3)nn2C)cc1,-4,-4,96
N=C1/C(=C/c2coc3ccccc3c2=O)C(=O)N=C2SC(c3ccco3)=NN12,4,5,110
CCOC(=O)C1=C(c2ccc(OC)cc2)OC(N)=C(C#N)C1c1cccnc1 (stereo not given),28,2,104

# 2 of the compounds above, with values under each structure.
# Fields – Arr AP2 block	V-ATPase pHluor	Pemphigus Ab inh
O=S(=O)(c1ccccc1)N(CC1CO1)c1cccc2ccccc12 (stereo not given)
→ -4	1	102
O=C1CC(c2ccccc2)CC(=O)C1=CN1CCCC1 (stereo not given)
→ 14	-1	98

# New compounds follow
SMILES,Arr AP2 block,V-ATPase pHluor,Pemphigus Ab inh
Cc1ccc(N2CC(C(=O)O)CC2=O)cc1 (stereo not given),-21,0,98
O=C(O)C1CCN(C(=O)c2cc(F)cc3c2OCOC3)CC1,-10,-5,113
CC(C)(C)/C=N/NC(=O)C1CC1,3,6,98
CCC(=O)N/C(N)=N/c1nc(C)c2cc(C)c(C)cc2n1,-10,-3,94
O=C(Cn1c2c(c(=O)n3ncnc13)CCC2)N/N=C/c1cccs1,12,0,109
Cn1c(=O)c2c(nc(N3CCN(c4ccc([N+](=O)[O-])cc4)CC3)n2C)n(C)c1=O,10,2,112
Cc1ccc(S(=O)(=O)NNC(=S)NC(C)(C)C)cc1,9,-2,117
CCC(C)(C)NC(=O)Cc1ccc(Cl)cc1,3,2,102
COc1ccccc1C1=NOC(COC(=O)c2ccc([N+](=O)[O-])cc2)C1 (stereo not given),11,-3,106
CCOc1ccc(/C=C2\SC(=S)N(C)C2=O)cc1OC,31,0,106
C[C@H](NC(=O)OC(C)(C)C)C(=O)N/N=C/c1ccc2nccnc2c1,-1,-2,109
Cc1ccc(S(=O)(=O)Nc2nccs2)cc1[N+](=O)[O-],-6,-1,101
Brc1ccc(COc2cccc3cccnc23)cc1,26,0,104
Clc1ccc(-c2nc(-c3cc4cc(Cl)ccc4o3)cs2)cc1,-4,2,105
Cc1n[nH]c(C)c1CCC(=O)N/N=C/c1cccs1,20,-6,95
O=C(O)CSCC(=O)Nc1ccc(Br)c(C(F)(F)F)c1,13,3,96
COc1ccc(C(=O)N=S2CCN(C(=O)c3ccc(Cl)cc3)CC2)cc1,32,-80,95
Nc1ccc2nc3c(=O)n(CCc4ccccc4)c(=O)[nH]c3nc2c1,4,51*,92
Cc1nn(-c2ccccc2)c2c1cc1c(=O)n(C)c(=O)nc-1n2-c1ccccc1F,3,-1,105
CN(C(=O)Nc1ccc(Cl)cc1)n1cnc2ccccc2c1=O,-1,8,109
Clc1nc(Cl)nc(-c2cn(-c3ccccc3)c3ccccc23)n1,9,0,104
COc1ccc(Cl)cc1S(=O)(=O)Nc1ccncc1,-15,0,100
CC1(CCCN2C(=O)c3ccccc3C2=O)OCCO1,-17,-1,108
CS(=O)(=O)c1ccc2nc(NC(=O)C3CC3)sc2c1,-3,-3,111
CCn1nc(C)c(Br)c1-c1nc(-c2ccc(C)cc2)no1,7,0,103
Cn1c(=O)c2c(O)c([N+](=O)[O-])c(=O)n(C)c2n(C)c1=O,-18,0,91
CCOCC(=O)Nc1ccc(Br)c(C)c1,-11,-4,100
COC(OC)c1ccc(C#N)c(SCc2ccccc2)n1,31,-3,95
Clc1ccccc1Sc1ccc(-c2ccccn2)s1,15,-2,111
Nc1nonc1-n1nnc(C(=O)N/N=C/c2ccccc2)c1CSc1ccccc1,35,-2,102
Cn1c2ccc(F)cc2c2nnc(NN)nc21,-13,5,103
O=C(Oc1c(-c2ccccc2)c(=O)n2c3c(cccc13)CC2)c1ccco1,9,-1,102
O=C(Nc1ccccc1F)c1ccccc1C(=O)Nc1ccccc1F,3,0,100
CN(C)CC/C=C1\c2ccc(F)cc2Sc2cc(F)c(Cl)cc21,13,0,113
CCCNC(=O)c1c(Cl)cnn1-c1ccc(C)cc1,2,5,101
O=C(c1ccc(NC(=O)C2(c3ccccc3)CCCC2)cc1)N1CCOCC1,2,1,105
COc1ccc(CC(=O)NNC2=Nc3cccc4cccc2c34)cc1,58*,2,99
COc1ccccc1N1N=C(C(=O)c2ccccc2)C2C(=O)N(c3ccc(Br)cc3)C(=O)C21 (stereo not given),34,-9,100
Cc1ccccc1CSc1nc(C(C)(C)C)cc(=O)[nH]1,2,-4,104
O=C(O)c1ccc2ccc3ccccc3c2c1,21,-2,107
Cn1cccc1/C=N/NC(=O)CSc1nc2ccccc2[nH]1,4,0,111
Clc1ccc(Nc2ncnc3c2nnn3Cc2ccccc2)cc1,-9,-3,99
Clc1cc(/C=N\NC2=NCCN2)cc(Cl)n1,-9,1,99
Cc1ccccc1S(=O)(=O)NCc1ccc(N2CCN(C)CC2)cc1,-12,-3,109
O=C1NC2(CCC3(CC2)OCCO3)NN1c1ccc(Cl)cc1,18,0,103
COC(=O)c1cc(=O)c2c(C)nc(C(Cl)(Cl)Cl)nc2[nH]1,9,3,102
COc1ccc(C(CCNC(C)c2ccccc2)C(C)C)cc1 (stereo not given),6,-3,101
Cc1nc(S(=O)(=O)N2CCN(C3c4ccccc4-c4ccccc43)CC2)cn1C,41,7,113
O=C(Nc1cccc(C(F)(F)F)c1)c1cnccn1,-4,3,101
C/C(=N/Nc1ncc(C(F)(F)F)cc1Cl)c1ccncc1,1,4,95
CC(=O)Nc1nc2c(s1)C(=O)NCC(C)(C)C2,-27,1,108
O=C(O)c1ccccc1C(=O)Nc1ccc(Oc2ccccc2)cc1,-2,-5,100
C/C(=N\NC(N)=O)c1cc(Cl)cc(Cl)c1O,-2,2,108
COc1ccc(N(CC(=O)Nc2ccc(C)cc2C)S(=O)(=O)c2ccccc2[N+](=O)[O-])c(OC)c1,12,0,97
O=C(CCn1nc(-c2ccc(Cl)cc2)c2ccccc2c1=O)NN1CCOCC1,-8,-3,82*
COC(=O)c1cnn(-c2ccccc2)c1/C=N/NC(=S)Nc1ccc(Cl)cc1,-4,-2,100
CCSC(=Nc1ccccc1)N1CCOCC1,9,-2,113
COC(=O)Nc1nnc(-c2ccco2)s1,6,3,102
C=CCC(C=C)[N+]1(CC(=O)OC)CCCCC1 (stereo not given),-12,-1,95
O=c1[nH]c2ccccc2n2cnnc12,0,6,101

# With a hit mark in V-ATPase pHluor (from the list above):
SMILES,Arr AP2 block,V-ATPase pHluor,Pemphigus Ab inh
Nc1ccc2nc3c(=O)n(CCc4ccccc4)c(=O)[nH]c3nc2c1,4,51*,92

# Next section.
SMILES,Arr AP2 block,V-ATPase pHluor,Pemphigus Ab inh
O=C(NC(=S)Nc1ccccc1N1CCCC1)c1ccco1,9,2,96
CCOC(=O)C(=O)NNc1ccc(F)cc1,44,1,105
O=C(O)CCC(=O)Nc1ccc(Oc2ncnc3cc(Cl)ccc23)nc1,5,2,106
Cc1ccc(-c2noc(N=O)c2NO)cc1,14,0,99
Cc1ccnc(N(C(=O)Nc2ccccc2)C2=NCC(C)(C)S2)c1,34,-3,97
CC1(C)NC(=O)N(CC(O)COc2ccccc2[N+](=O)[O-])C1=O (stereo not given),-9,4,102
CN1N=C2c3ccccc3CCC2C1c1ccc(F)cc1 (stereo not given),-16,-4,107
COc1ccccc1N1CCN(C(=O)C2CC2)CC1,-1,10,97
O=C(CNCc1ccc(Cl)cc1)Nc1cccc(C(=O)O)c1,-4,-1,102
CC(=O)N(NC(N)=O)C(C)CC(=O)C1C(C)C=CCC1(C)C (stereo not given),41,-3,99
O=C1N=C(N2CCCC2C(=O)O)S/C1=C\c1ccco1 (stereo not given),42,0,96
Cc1ccc(NC(=O)C2c3ccccc3Oc3ccccc32)nc1,-1,0,97
C/C(=N\Nc1nc2ccc(Cl)cc2o1)c1ccccc1,-28,2,99
CSc1ccc(N/N=C(/C#N)S(=O)(=O)C(C)(C)C)cc1,-4,2,96
Nc1ncc([N+](=O)[O-])cc1S(=O)(=O)c1ccccc1,-1,-1,105

# An excerpt of these results, as tab-separated lines.
Structure	Arr AP2 block	V-ATPase pHluor	Pemphigus Ab inh
CCOC(=O)C(=O)NNc1ccc(F)cc1	44	1	105
O=C(O)CCC(=O)Nc1ccc(Oc2ncnc3cc(Cl)ccc23)nc1	5	2	106
Cc1ccc(-c2noc(N=O)c2NO)cc1	14	0	99
Cc1ccnc(N(C(=O)Nc2ccccc2)C2=NCC(C)(C)S2)c1	34	-3	97
CC1(C)NC(=O)N(CC(O)COc2ccccc2[N+](=O)[O-])C1=O (stereo not given)	-9	4	102

# Another view of some results above:
Compound | Arr AP2 block | V-ATPase pHluor | Pemphigus Ab inh
Cc1ccc(S(=O)(=O)Nc2cccc(Oc3cnccn3)c2)cc1 | -4 | -1 | 106
Cc1cc(C)c(-n2nnnc2SCC(=O)c2cc3ccccc3o2)c(C)c1 | -1 | 10 | 104

# Going on with the list.
SMILES,Arr AP2 block,V-ATPase pHluor,Pemphigus Ab inh
CCOC(=O)c1c(C)c[nH]c1C,-12,2,98
Cn1c(=O)c(-c2cc(=O)[nH][nH]2)c(O)c2ccccc21,9,3,101
CC(=O)Nc1ccc(/C=C(\C#N)C(N)=O)cc1,35,1,99
CCN(c1ccccc1)S(=O)(=O)c1cc([N+](=O)[O-])ccc1N,37,-2,99
CN1CCc2c(sc3c2C(=O)NC(c2ccc(-c4ccc(Cl)cc4)o2)N3)C1 (stereo not given),-2,0,100
CC1=NN(c2nc(-c3ccc(C)cc3)cs2)C(=O)C1N=Nc1ccccc1O (stereo not given),12,3,100

# The list is partial; the hit share may differ from the screen's.
